Source: PubChem BioAssay (several laboratories)
M17LAP inhibition – P. falciparum M17LAP inhibitors, primary screen, biochemical, fluorogenic H-Leu-NHMec substrate, 1536-well (AID 1619). Leucine aminopeptidase (Plasmodium falciparum (isolate 3D7)). actives 0.38% (n = 220,000). recombinant M17LAP, H-Leu-NHMec fluorogenic kinetic assay; higher % means a stronger effect. one-dose inhibition, % at 30 µM; IC50 in µM for titrated hits;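 active means compound inhibiting the enzyme by more than half at any dose during confirmatory dose-response retesting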;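 further: plate controls were full reaction with DMSO carrier for no effect and no enzyme background for full effect; strong numbers were not always called active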
West Nile antiviral – West Nile virus antiviral activity, cell-based, CPE readout (AID 1621); West Nile virus-infected cells, CPE inhibition; higher % means a stronger effect; one-dose CPE inhibition, % at 10 µM; IC50 in µM for titrated hits; actives 0.02% (n = 290,000); in the data active means a potency from the dose series; further: strong numbers were not always called active
Yfh1-off respiration – enhancers of respiration in Yfh1-depleted yeast, dose response, Friedreich's ataxia, plus single-dose screen (AID 1465). S. cerevisiae Yfh1-off respiration, WST-1 reduction, 72 h; higher fold induction means a stronger effect. fold induction at 50 µM, or EC50 in µM where a hit was titrated. actives 0.074% (n = 220,000);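 active means fold induction of absorbance versus untreated yeast above a set limit, then at least 30% activation at any dose in follow-up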;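 further: activators that raise dye reduction in frataxin-depleted yeast; strong numbers were not always called active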
P. falciparum M1AAP – P. falciparum M1AAP inhibitors, biochemical, fluorogenic H-Leu-NHMec substrate, 1536-well (AID 1445); inhibition, % at 30 µM, or IC50 in µM where a hit was titrated; recombinant M1AAP, H-Leu-NHMec fluorogenic kinetic assay; higher % means a stronger effect; actives 0.42% (n = 220,000);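 active means primary inhibition above the hit cutoff, then over 50% inhibition at one or more dose response concentrations, cut at about 23% in these data, passing the limit was not always enough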;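 further: plate controls were DMSO full reaction for no effect and no enzyme background for full effect; strong numbers were not always called active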
human PMI inhibitors – human PMI inhibitors, high substrate, primary screen, biochemical, fluorescence intensity, high mannose 6-phosphate (AID 1220); recombinant PMI enzyme, coupled fluorescence intensity; higher % means a stronger effect; inhibition, % at 20 µM; hits with a dose series show IC50 in µM; actives 0.66% (n = 190,000); in the data active means inhibition above about 50%
XIAP displacement – XIAP antagonists, biochemical, IAP family, fluorescence polarization (AID 1018); E3 ubiquitin-protein ligase XIAP (Homo sapiens); XIAP BIR domain, fluorescence polarization peptide displacement; higher % means a stronger effect; displacement, % at 20 µM; hits with a dose series show IC50 in µM; actives 0.007% (n = 200,000); in the data active means displacement above about 50%; further: a part of the inactive calls stands beside numbers as strong as those of hits
Salmonella PhoP GFP – inhibitors of PhoP regulon expression, primary screen, Salmonella Typhimurium, GFP reporter (AID 1863); S. Typhimurium PhoP-regulated promoter GFP reporter, 4 h; higher % means a stronger effect; inhibition, % at 50 µM; hits with a dose series show IC50 in µM; actives 0.16% (n = 300,000);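 active means inhibition over 29.93%, a cutoff 3 SD above the screen mean, later confirmed by dose response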;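 further: 0% = low Mg2+ inducing control and 100% = high Mg2+ repressing control; strong numbers were not always called active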
SIAH1 antagonists – Siah-1 peptide-binding antagonists, primary screen, biochemical, fluorescence polarization, rhodamine-plectin, uHTS (AID 1817); actives 0.02% (n = 290,000); displacement, % at 20 µM; hits with a dose series show IC50 in µM; Siah-1 / rhodamine-plectin peptide fluorescence polarization; higher % means a stronger effect; E3 ubiquitin-protein ligase SIAH1 (Homo sapiens);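 active means displacement of at least 50% at 20 µM, with a fluorescence ratio check between 0.3 and a set limit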;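 further: plate controls were Siah plus tracer with DMSO for no effect and tracer alone without Siah for full effect; strong numbers were not always called active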
ER stress rescue – rescue of cells from ER stress-induced death, primary screen, 384-well, CSM14.1, thapsigargin, ATP luminescence (AID 1222). CSM14.1 thapsigargin-induced death rescue, ATP luminescence; higher % means a stronger effect. 190,000 tested, under 10 active. cellular ATP content (survival), % at 20 µM; hits with a dose series show EC50 in µM;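 active means EC50 below 50 µM in the dose-response confirmation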;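 further: death triggered by thapsigargin at about 15 µM added after 2 h compound pretreatment; cell ATP read after overnight thapsigargin exposure of roughly 18 to 22 hours; normalized against plate controls of thapsigargin alone and 5% DMSO vehicle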
Active calls of the source: *; i = inactive; · = not tested or not shown; & = joins results of further samples.

| Molecule | M17LAP inhibition | West Nile antiviral | Yfh1-off respiration | P. falciparum M1AAP | human PMI inhibitors | XIAP displacement | Salmonella PhoP GFP | SIAH1 antagonists | ER stress rescue |
| --- | --- | --- | --- | --- | --- | --- | --- | --- | --- |
| COc1cccc(C(=O)Cn2c(Br)nc3c2c(=O)n(C)c(=O)n3C)c1 | 0% | -0.2% | i | 1% | 10% | -2.0% | -4% | 0% | 2.1% |
| O=C(N1CCN(c2ccccc2F)CC1)C12CC3CC(CC(C3)C1)C2 | -4% | -0.7% | i | -11% | 10% | -9.1% | 6% | -8% | 1.0% |
| CCSc1cc(C)nc2ncnn12 | 0% | 0.3% | i | 4% | 13% | -5.9% | -1% | 0% | 0.4% |
| COc1cc(C(=O)Nc2ccc3c(c2)OCO3)ccc1-n1cnnn1 | -8% | 0.1% | i | -12% | 8% | -6.5% | 1% | 4% | 0.1% |
| Cc1cc(C(=O)N2CCOCC2)ccc1[N+](=O)[O-] | 10% | 0.1% | i | 0% | 11% | -4.6% | -3% | -4% | 0.7% |
| COc1ccc(NC(=O)CCc2nc3ccccc3[nH]2)cc1 | 1% | 0.0% | i | -1% | -3% | -5.3% | -1% | -3% | -1.0% |
| CC(C)Oc1ccc(/C(O)=C2/C(=O)C(=O)N(CCN(C)C)C2c2ccco2)cc1 (stereo unspecified) | 16% | 0.8% | i | 4% | 2% | 1.0% | -7% | -4% | -2.8% |
| COc1cc2nc(Cl)nc(N3CCCCC3)c2cc1OC | -3% | -0.6% | i | 6% | -1% | -3.2% | -6% | 1% | -1.0% |
| N#Cc1ccccc1NC(=O)COC(=O)COc1ccccc1[N+](=O)[O-] | 16% | -0.7% | i | 9% | 4% | -6.4% | 3% | -1% | -0.9% |
| O=S(=O)(Nc1nc2ccccc2nc1NCc1ccco1)c1ccccc1 | 28% | 0.3% | i | 13% | -11% | -2.0% | -14% | -2% | -3.0% |
| O=C1CC(=O)Nc2cc(S(=O)(=O)N3CCN(c4cccc(C(F)(F)F)c4)CC3)ccc2N1 | -1% | -0.2% | i | -1% | 0% | -4.4% | 10% | -9% | -0.6% |
| CCOc1ccccc1NC(=S)N1CCC(NC(=O)c2ccco2)CC1 | · | -0.9% | i | · | -2% | -14% | · | 7% | 0.2% |
| CN(C)S(=O)(=O)c1cc(NC(=O)CN2CCN(c3ccccc3)CC2)ccc1Cl | -8% | -1.1% | i | 1% | 1% | -3.6% | -6% | -3% | 5.4% |
| Cc1cc(Nc2ccc3c(c2)OCCO3)n2nc(C)nc2n1 | 13% | 0.5% | i | 3% | -4% | 0.2% | 6% | 2% | 0.2% |
| Cc1nc(CNC(=O)CC2C(=O)NCCN2Cc2cccc(Oc3ccccc3)c2)cs1 (stereo unspecified) | 1% | 0.1% | i | 7% | 25% | -1.7% | -10% | 18% | -0.2% |
| C#CCNC(=O)C1=C[C@@H](C(C)(C)C)C[C@@H](OCc2ccc(CO)cc2)O1 | -1% | 0.0% | i | 1% | 10% | -4.5% | -6% | 3% | 3.6% |
| O=C(NCCNCc1cccs1)c1ccccc1F | -1% | 0.5% | i | -3% | 3% | -3.4% | 4% | -2% | 0.1% |
| Cc1ccc(N=C2NC(=O)CS2)cc1 | -34% | 0.5% | i | -1% | -2% | -7.9% | 3% | 0% | 0.3% |
| CCOC(=O)c1ccccc1NS(=O)(=O)c1ccc(S(=O)(=O)N2CCCC2)cc1 | 1% | -0.4% | i | -1% | 4% | -5.2% | -2% | 2% | -1.0% |
| Cc1cccc(NC(=O)C2CCN(S(=O)(=O)c3cccc4nsnc34)CC2)n1 | 4% | · | · | 2% | 1% | -1.1% | 3% | 4% | 0.7% |
| Cc1ccc(-c2nc3cccnc3s2)cc1NS(=O)(=O)c1cccs1 | 6% | 0.3% | i | 8% | 14% | -3.6% | -11% | 2% | 0.9% |
| CCn1c(=O)c(C(=O)NCc2ccc(OC)c(OC)c2)c(O)c2ccccc21 | -3% | -0.1% | i | 7% | -6% | -9.1% | -2% | 1% | 0.2% |
| COc1cc(C(=O)OC(C)CN2CCOCC2)cc(OC)c1OC (stereo unspecified) | -5%&-9% | 0.2%&0.2% | i | 3%&-2% | 0% | -2.5% | 2%&-2% | 2%&2% | 0.1% |
| Cc1nc(CC(=O)c2c(C)cc(O)cc2O)cs1 | 21% | -0.3% | i | 6% | 4% | -7.9% | 15% | 0% | -1.1% |
| Cc1c(C(=O)NC2CCCc3ccccc32)oc2ccccc12 (stereo unspecified) | 0% | · | · | -7% | -3% | -2.5% | 16% | 4% | -1.8% |
| COCCCNC(=O)Nc1ccc(F)cc1F | 8% | 0.7% | i | 1% | 1% | 4.7% | 12% | -3% | -1.9% |
| Cc1ccc(NC(=O)Cc2nnc(N)s2)cc1 | -1% | 0.5% | i | -2% | · | · | -10% | -3% | · |
| COc1ccc(O)c(-c2cc(-c3cccc(Br)c3)n[nH]2)c1 | 10% | · | · | -3% | 11% | -0.7% | 2% | 1% | -2.6% |
| CCN(CC)S(=O)(=O)c1cc(C(=O)OCC(=O)c2ccc3c(c2)NC(=O)CO3)ccc1F | -8% | 0.2% | i | 1% | 10% | -5.8% | 6% | 0% | -1.5% |
| CCN(c1ccccc1)S(=O)(=O)c1ccc(OC)c(N=N/C(C(=O)Nc2ccccc2)=C(/C)O)c1 | 14% | -0.6% | i | 0% | -8% | -9.7% | -7% | 0% | · |

Full records as entered above. Screens in order: M17LAP inhibition	West Nile antiviral	Yfh1-off respiration	P. falciparum M1AAP	human PMI inhibitors	XIAP displacement	Salmonella PhoP GFP	SIAH1 antagonists	ER stress rescue
CN(C)S(=O)(=O)c1cc(NC(=O)CN2CCN(c3ccccc3)CC2)ccc1Cl reads -8%	-1.1%	i	1%	1%	-3.6%	-6%	-3%	5.4%
COc1ccc(O)c(-c2cc(-c3cccc(Br)c3)n[nH]2)c1 reads 10%	·	·	-3%	11%	-0.7%	2%	1%	-2.6%

Next section:
| Molecule | M17LAP inhibition | West Nile antiviral | Yfh1-off respiration | P. falciparum M1AAP | human PMI inhibitors | XIAP displacement | Salmonella PhoP GFP | SIAH1 antagonists | ER stress rescue |
| --- | --- | --- | --- | --- | --- | --- | --- | --- | --- |
| COc1ccc2c(c1)CCc1cc(C(=O)O)sc1-2 | -4% | -0.1% | i | 23% | · | · | -5% | 5% | · |
| O=C(NCC1CCCO1)c1ccccn1 (stereo unspecified) | -1% | 0.0% | i | 2% | -2% | -4.3% | 12% | 1% | -2.1% |
| C=CCn1cnc2c(sc3nc(C)cc(C)c32)c1=O | -3% | -0.1% | i | 6% | · | · | -3% | 12% | · |
| O=C(N/N=C(\Cc1ncc[nH]1)c1ccccc1)c1ccccc1 | 6% | -0.8% | i | 20% | 2% | -5.4% | -2% | 12% | 0.4% |
| O=C(NC1=NCCS1)c1ccccc1OCc1ccccc1Cl | -2% | 0.5% | i | 1% | 15% | -6.3% | 4% | 2% | -2.6% |
| COc1ccc(N(C(=O)c2ccncc2)S(=O)(=O)c2ccc3c4c(cccc24)C(=O)N3C)cc1 | 17% | -0.5% | i | -2% | 31% | -10% | 0% | -5% | -1.3% |
| O=C(CSc1nnc(NC(=O)Cc2ccccc2)s1)NCC1CCCO1 (stereo unspecified) | 0% | 0.4% | i | 0% | 3% | -3.3% | 0% | 5% | -0.3% |
| COc1ccc(NC(=O)Cn2c(=O)n(CC3CCCO3)c(=O)c3ccccc32)c(OC)c1 (stereo unspecified) | 5% | 0.3% | i | 3% | 4% | -10% | -9% | -3% | -2.3% |
| O=C1CSC(=S)N1c1cccnc1 | 10% | 0.2% | i | 5% | -5% | -2.4% | -23% | -1% | 0.9% |
| CC(C)Oc1cccc(C(=O)C2CCCN(C(=O)c3csnn3)C2)c1 (stereo unspecified) | 3% | -1.3% | i | 0% | · | -5.0% | 5% | -2% | -1.7% |
| CSc1ncc(-c2ccccc2)cn1 | -2% | 0.2% | i | -4% | 2% | -6.5% | -2% | -1% | -0.4% |
| CCn1c(SCC(=O)c2cc(C)n(CC3CCCO3)c2C)nc2ccccc21 (stereo unspecified) | 0% | 1.1% | i | 9% | 12% | 0.7% | 11% | -5% | -0.2% |
| CN(C)c1nc(SCc2ccccc2Cl)nc2c1CCCC2 | -12% | 0.1% | i | 1% | 12% | -0.9% | 11% | 2% | -0.6% |
| O=C(O)CSc1nnc(COc2cccc3cccnc23)n1-c1cccc(C(F)(F)F)c1 | 5% | 0.6% | i | 1% | -1% | -4.4% | 2% | -4% | 0.4% |
| CCOc1ccc2nc(NC(=O)C3=NN(c4ccccc4)C(=O)CC3)sc2c1 | -7% | -0.3% | i | 3% | 7% | -5.4% | 5% | 13% | 5.2% |
| S=c1[nH]nc(COc2ccccc2)n1-c1ccccc1 | -8% | 1.6% | i | 8% | -2% | -3.1% | -2% | 6% | -0.5% |
| Cc1ccc(SCC(=O)O/N=C(\N)c2ccc([N+](=O)[O-])cc2)cc1 | 9% | -0.3% | i | 4% | -3% | -1.6% | -4% | 0% | -1.9% |
| COc1nc(-c2ccccc2)cc(-c2ccc(OC)c(OC)c2)n1 | -7% | 1.1% | i | 8% | 2% | -2.1% | 0% | 0% | -3.3% |
| CC1=C(C(=O)OCc2ccc3c(c2)OCO3)C(c2ccc(O)c([N+](=O)[O-])c2)NC(=O)N1 (stereo unspecified) | 1% | -0.7% | i | 2% | 0% | -4.0% | -1% | 6% | -0.7% |
| CC(C)(C)N1CC(C(=O)O)CC1=O (stereo unspecified) | 7% | 0.6% | i | 6% | -5% | -1.8% | -8% | 7% | -0.2% |
| Oc1ccc(-c2[nH]ncc2-c2cccc3cccnc23)c(O)c1 | 0% | -1.3% | i | 13% | -2% | -1.9% | -7% | -4% | 1.4% |
| O=S(=O)(CCOc1ccccc1)N1CCOCC1 | -6% | -0.1% | i | 2% | -3% | 4.9% | 11% | 2% | -2.8% |
| FC(F)Oc1ccc(NC(=S)NCC2COc3ccccc3O2)cc1 (stereo unspecified) | -8% | 0.2% | i | 1% | -3% | -2.1% | 7% | -3% | -3.2% |
| CC(Sc1nnc(Nc2ccccc2)s1)C(=O)NC1CCCc2ccccc21 (stereo unspecified) | 19% | -0.6% | i | 2% | 16% | -1.0% | 3% | -4% | -1.3% |
| Cc1cc(C)n(C(=O)CNc2cccc(Cl)c2C)n1 | 4% | 0.2% | · | 4% | -8% | -2.0% | -3% | 3% | 0.2% |
| C/C(=N\NC(=O)c1ccc(O)cc1)c1ccc(N2CCOCC2)cc1 | 18% | -0.2% | i | 4% | -2% | -3.6% | 5% | 0% | -0.4% |
| CS(=O)(=O)N(CC(=O)NCc1ccco1)c1ccc(OCc2ccccc2)cc1 | 4% | 0.0% | i | -12% | 8% | -4.8% | 8% | -2% | -2.1% |
| CN(C)S(=O)(=O)N1CCC(Oc2ccc(C(=O)NC3CCCCC3)cc2)CC1 | 16% | -1.6% | i | -1% | -4% | -6.6% | -1% | 1% | 1.2% |
